# ATG4B inh = ATG4B protease inhibitors, primary screen, biochemical, fluorescence, uHTS; Cysteine protease ATG4B (Homo sapiens), Q9Y4P1; ATG4B cleavage of LC3-PLA2, NBD-HPC fluorescence, 1 h; inhibition, % at 8.33 µM; hit rate 0.51% among 340,000; in the data active = inhibition above about 40%
# NR3A LBD binder = binders of NR3A ligand-binding domain, primary screen, biophysical, differential scanning fluorimetry, uHTS. NR3A LBD differential scanning fluorimetry, Tm shift; 0% = protein alone, 100% = glycine-bound protein. Tm shift relative to glycine control, % at 25 µM. Glutamate receptor ionotropic, NMDA 3A (GRIN3A) ligand-binding domain. hit rate 2.5% among 340,000;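 active = melting temperature shift of at least 10% of the positive control shift, at one fixed dose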
# SENP6 block = SENP6 protease inhibitors, primary screen, biochemical, luminescence, uHTS; Sentrin-specific protease 6 (Homo sapiens), Q9GZR1; Recombinant SENP6 catalytic domain, aminoluciferin luminescence; inhibition, % at 10 µM; hit rate 1.8% among 330,000;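 active = inhibition above about 50% at the single tested dose, limit read from the data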;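 note: plate controls were DMSO wells with enzyme for no effect and DMSO wells lacking enzyme for full effect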
# Target sequence (Q9GZR1 628-1112 limits assumed): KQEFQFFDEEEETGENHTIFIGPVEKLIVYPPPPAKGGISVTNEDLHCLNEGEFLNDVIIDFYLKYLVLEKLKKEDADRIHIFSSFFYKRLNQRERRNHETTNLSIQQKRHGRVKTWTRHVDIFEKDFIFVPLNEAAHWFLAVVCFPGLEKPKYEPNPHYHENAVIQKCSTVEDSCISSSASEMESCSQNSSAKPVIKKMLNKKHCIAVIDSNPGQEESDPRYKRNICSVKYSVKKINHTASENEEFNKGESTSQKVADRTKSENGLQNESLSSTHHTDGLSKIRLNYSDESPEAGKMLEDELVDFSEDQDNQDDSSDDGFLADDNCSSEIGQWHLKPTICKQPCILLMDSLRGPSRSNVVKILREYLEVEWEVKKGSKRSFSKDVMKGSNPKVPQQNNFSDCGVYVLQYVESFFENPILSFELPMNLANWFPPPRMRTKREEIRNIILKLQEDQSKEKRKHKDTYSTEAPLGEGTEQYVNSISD
# PfGluPho inh = PfG6PD enzyme inhibitors, primary screen, biochemical, fluorescence intensity, uHTS; glucose-6-phosphate dehydrogenase-6-phosphogluconolactonase (Plasmodium falciparum 3D7); PfGluPho enzyme, NADPH resazurin-diaphorase fluorescence; inhibition, % at 20 µM; hit rate 0.78% among 350,000; AID 504690, 2011;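 active = inhibition reaching at least a set limit at 20 µM in the primary screen, cut at about 59% in these data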;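 note: 0% = DMSO wells with substrate and 100% = DMSO wells lacking glucose-6-phosphate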
# SENP8 inh = human SENP8 protease inhibitors, primary screen, biochemical, fluorescence, Nedd8 protein substrate, uHTS | AID 602440, 2012 | recombinant SENP8 | hit rate 0.64% among 360,000 | inhibition, % at 20 µM | Sentrin-specific protease 8 (Homo sapiens), Q96LD8; in the data active = inhibition mostly above about 40%, no sharp cut-off; inactive = mostly below about 27%
# Target sequence (Q96LD8 whole entry, looked up): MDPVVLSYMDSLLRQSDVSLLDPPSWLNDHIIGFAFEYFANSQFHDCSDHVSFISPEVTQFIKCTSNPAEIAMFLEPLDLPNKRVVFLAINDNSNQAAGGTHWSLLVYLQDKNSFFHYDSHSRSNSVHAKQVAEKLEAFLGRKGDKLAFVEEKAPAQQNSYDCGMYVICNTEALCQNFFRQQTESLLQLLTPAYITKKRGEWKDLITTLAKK
# hIAP act = human IAP activators, primary screen, biochemical, luminescence, uHTS; hit rate 0.16% among 330,000; activation factor at 10 µM; Intestinal-type alkaline phosphatase (Homo sapiens), P09923; purified human IAP, CDP-Star luminescence, 30 min; hits give high values; 1 = vehicle-only enzyme, 0 = enzyme-free background;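 active = activation factor of the enzyme at least 2-fold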; note: the source names both 10 and 20 µM as test concentration; values of inactives mirror those of a sister screen read the other way
# SENP1 inh = human SENP1 catalytic domain inhibitors, primary screen, biochemical, FRET, uHTS; recombinant SENP1 catalytic domain, CyPet-SUMO1-YPet FRET cleavage; inhibition, % at 10 µM; hit rate 0.21% among 360,000; AID 624204, 2012;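 active = inhibition at least 30% at 10 µM, raw YFP signal under a set limit, fluorescence ratio 0.5 to 1.5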;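 note: 0% = enzyme with DMSO and 100% = no enzyme wells; some results filed as inactive read as strong as hits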
# Target sequence (Q9P0U3 419-644 limits assumed): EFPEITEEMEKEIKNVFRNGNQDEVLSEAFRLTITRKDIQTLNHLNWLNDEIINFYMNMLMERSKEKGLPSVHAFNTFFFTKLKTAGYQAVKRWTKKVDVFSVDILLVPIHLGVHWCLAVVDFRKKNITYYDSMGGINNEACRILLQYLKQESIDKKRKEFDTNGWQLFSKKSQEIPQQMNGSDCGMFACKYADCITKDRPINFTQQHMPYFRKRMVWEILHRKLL
#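 Assay system: hSENP1 catalytic domain, recombinant. Amount: SENP1 enzyme, 20 pM final. Schedule: 50 min reaction, RT, dark. Technique: FRET, CFP and YFP emission. Control set: no-enzyme wells low, DMSO-plus-enzyme wells high control.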
# MPTP block = mitochondrial permeability transition pore inhibitors, primary screen, biochemical, isolated mouse mitochondria, absorbance; Ca2+ swelling absorbance, 30 min; inhibition, % at 10 µM; hit rate 1.4% among 360,000; AID 602449, 2012;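 active = inhibition of 50% or more, scaled per plate between neutral and stimulator controls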;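 note: 0% = DMSO wells given calcium and 100% = 1 mM EGTA wells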
# The depositor's hits bear a star; . = not tested or not shown.
mol	ATG4B inh	NR3A LBD binder	SENP6 block	PfGluPho inh	SENP8 inh	hIAP act	SENP1 inh	MPTP block
O=C(Cc1ccccc1)Nc1ccc(N2CCCC2)cc1	-1	-4	-6	28	-16	1.3	-6	-0.5
O=C(c1ccc2c(c1)OCO2)N1CCN(c2ccc(C(F)(F)F)cn2)CC1	0	-3	2	-14	-11	1.1	2	-1.0
CC1CCCC(NC(=O)CSc2cccc[n+]2[O-])C1C (stereo not drawn)	-1	-3	2	-3	16	1	0	-0.7
COc1ccc(S(=O)(=O)Nc2ccc3cn[nH]c3c2)cc1C	-4	-3	-7	4	10	0.99	0	-0.5
CN=c1scc(-c2ccco2)n1/N=C/c1ccc(O)c(O)c1	10	-1	68*	13	-16	0.65	-8	1.5
O=C(CSc1nnc(-c2ccco2)n1CC1CCCO1)c1ccc(F)cc1 (stereo not drawn)	9	2	-3	18	21	0.91	1	-1.6
COc1ccc(NC(=O)COc2cccnc2[N+](=O)[O-])cc1OC	-4	1	-8	-1	-3	0.79	-1	-1.2
COc1ccc(CCNC(=O)c2cc(Cl)nc3ccccc23)cc1	-5	0	5	13	-80	1	-3	-1.7
CCOC(=O)c1ccc(NC(=O)CC2C(=O)N(c3ccc(F)cc3)C(=O)N2CCCOC)cc1 (stereo not drawn)	-1	6	3	-4	4	1	0	-2.5
CCOC(=O)CCNC(=O)CNC(=O)OCc1ccccc1	3	-4	-7	5	18	1.1	2	1.3
CC(C)(CO)C(O)C(=O)NCCC#N (stereo not drawn)	-4	-3	-22	8	0	0.94	1	-1.1
CC1CCN(C(=O)COC(=O)c2cccc(S(=O)(=O)N(C)c3ccccc3)c2)CC1	-16	1	-15	-34	27	0.81	1	1.1
CN(C)C1CCCCC=CC(=O)NC1 (stereo not drawn)	.	.	.	-12	23	.	1	0.2
O=C1c2ccccc2C(=O)c2c(NCc3cccnc3)cccc21	-2	-4	-14	13	19	0.8	13	17
COCCN(C(=O)c1csnn1)C(C(=O)NC1CCCC1)c1ccccc1F (stereo not drawn)	-1	-1	-7	-12	7	0.89	1	-1.2
CC(=O)c1ccc(OCc2cc(C(=O)N3CCOCC3)no2)cc1	35	-5	13	-15	11	0.89	0	-1.5

# Reformatted with each value named: entries from further up
CCOC(=O)c1ccc(NC(=O)CC2C(=O)N(c3ccc(F)cc3)C(=O)N2CCCOC)cc1 (stereo not drawn)
  ATG4B inh: -1	NR3A LBD binder: 6	SENP6 block: 3	PfGluPho inh: -4	SENP8 inh: 4	hIAP act: 1	SENP1 inh: 0	MPTP block: -2.5
CCOC(=O)CCNC(=O)CNC(=O)OCc1ccccc1
  ATG4B inh: 3	NR3A LBD binder: -4	SENP6 block: -7	PfGluPho inh: 5	SENP8 inh: 18	hIAP act: 1.1	SENP1 inh: 2	MPTP block: 1.3
CC(C)(CO)C(O)C(=O)NCCC#N (stereo not drawn)
  ATG4B inh: -4	NR3A LBD binder: -3	SENP6 block: -22	PfGluPho inh: 8	SENP8 inh: 0	hIAP act: 0.94	SENP1 inh: 1	MPTP block: -1.1
CC1CCN(C(=O)COC(=O)c2cccc(S(=O)(=O)N(C)c3ccccc3)c2)CC1
  ATG4B inh: -16	NR3A LBD binder: 1	SENP6 block: -15	PfGluPho inh: -34	SENP8 inh: 27	hIAP act: 0.81	SENP1 inh: 1	MPTP block: 1.1

# (listing goes on)
mol	ATG4B inh	NR3A LBD binder	SENP6 block	PfGluPho inh	SENP8 inh	hIAP act	SENP1 inh	MPTP block
O=C(C=Cc1ccccn1)c1ccccc1	-6	-1	.	25	17	.	-1	-0.9
O=C(Nc1ccc(N2CCOCC2)cc1)c1cc2c(s1)CCCCC2	-7	-3	-2	2	11	0.94	1	-0.3
COc1ccc(NC2=CC(c3ccc(F)cc3)N(c3ccc(OC)cc3)C2=O)cc1 (stereo not drawn)	-4	-1	-6	5	-156	1	-19	13
O=C(c1ccccc1)c1cccs1	1	1	-7	-7	7	1	3	0.5
O=C(NCCSc1ccccn1)c1ccc(Cl)cc1	3	1	-3	-10	7	1.1	0	-1.7
CCCNC(=O)c1ccc(N2CCC3(CC2)CC(c2ccccc2)=NO3)c(NC(=O)Cc2ccc(F)cc2)c1	-9	4	-1	4	-13	0.94	1	0.6
CCOC(=O)c1ccc2ncc(C(=O)OCC)c(NCCN(C)C)c2c1	-5	2	-3	33	-354	0.78	-5	1.1
O=C(O)c1cc2c(cc1NC(=O)c1c(F)cccc1Cl)OCCCO2	22	1	5	-15	12	1.2	2	-1.5
COc1ccc(N2CCN(C(=O)C3CCCN(S(=O)(=O)c4ccc(C)cc4)C3)CC2)cc1 (stereo not drawn)	-2	0	9	2	11	0.98	-1	-0.4
COc1ccc(N2CCN(Cc3nc(N)nc(Nc4ccc(C)c(Cl)c4)n3)CC2)cc1	-10	-3	-4	25	25	0.96	1	-5.1
COc1ccc(S(=O)(=O)NCC(c2ccc3c(c2)OCO3)N2CCOCC2)cc1 (stereo not drawn)	-14	5	-4	9	5	1	1	-0.1
Cc1cc(N2CCN(c3ccccc3)CC2)n2nnnc2n1	0	3	-15	12	33	0.9	0	-1.1
Cc1cc(C)c(NC(=O)CNC(=O)c2ccccc2OCc2c(C)noc2C)c(C)c1	5	1	-4	-3	6	1	1	-0.9
CCSc1cc(C2C(C#N)=C(N)OC(C)=C2C(=O)OC)c(C)o1 (stereo not drawn)	-11	1	-5	0	-37	0.97	-8	-1.2
O=C(Nc1cc([N+](=O)[O-])ccc1C(=O)NCCN1CCOCC1)c1ccccc1	-5	-1	-10	42	11	0.99	-12	-0.8
Cc1cc(C)n(-c2ncnc3ccccc23)n1	0	0	0	0	15	1.1	1	-0.4
COc1cc(OC)c(NC(=O)CCc2ccccc2)cc1Cl	-2	-1	-10	12	40	0.86	0	-0.1
COC(=O)CN(c1ccccc1C)S(C)(=O)=O	1	0	-4	2	6	1.1	4	2.1
O=C(C1CC1)N1CCC(C(O)(c2ccccc2)c2ccccc2)CC1	0	-1	-9	5	4	1.6	-1	0.5
COc1ccc(NS(=O)(=O)c2cccc(C(=O)O)c2)cc1	12	-1	-2	-23	11	0.9	1	-1.4
Cn1nc(C(=O)NCCc2ccc(S(N)(=O)=O)cc2)c2ccccc2c1=O	2	0	-18	-19	28	1.1	0	1.1
CCOC(=O)C1=C(c2ccccc2)N=c2s/c(=C\c3ccc(O)cc3)c(=O)n2C1c1cccs1 (stereo not drawn)	30	8	-7	9	-21	0.95	-20	4.6
Cc1c(NC(=O)CSc2nc3ccccc3n2C)c(=O)n(-c2ccccc2)n1C	13	1	13	5	22	0.86	-1	0.5
CSc1nnc(-c2cccc(NC(=O)c3ccccc3)c2)n1C	-8	10	-11	3	16	0.97	4	-2.5
CCN(CCS(=O)(=O)c1ccc(Br)cc1)Cc1nc2ccccc2c(=O)[nH]1	-5	0	-4	7	-12	1.1	-6	-1.8
O=c1cc(CSc2nnnn2-c2ccccc2)nc2nc[nH]n12	-13	3	-3	-27	26	0.97	2	-4.8
Cc1ccc(S(=O)(=O)N2CCCC2C(=O)Nc2cc(C)on2)cc1 (stereo not drawn)	-3	-1	-12	-4	1	1.1	-1	-1.1
CC1C(=O)N2CCCc3cc(NS(=O)(=O)c4ccccc4)cc1c32 (stereo not drawn)	-12	0	-3	1	6	1.3	9	-0.8
O=C(NCc1ccccc1)/C(=C/c1ccccc1)NC(=O)c1ccco1	1	0	-7	-10	2	1.2	-1	0.1
CCCCSc1cnn(-c2ccccc2)c(=O)c1SCCCC	4	2	4	-3	24	0.92	1	34
COc1cc(C2CC(=O)Oc3cc(C)cc(C)c32)cc(OC)c1OC (stereo not drawn)	0	-2	.	-2	-5	.	-3	0.5
CCOC(=O)C1(C(=O)OCC)NC(=O)CC1C(C)C (stereo not drawn)	-5	1	.	0	8	.	-1	0.0
CCOC(=O)C1=C(C)NC(=O)CC1c1cc2c(cc1[N+](=O)[O-])OCO2 (stereo not drawn)	0	0	26	2	-2	0.86	-3	0.3
Cc1nnsc1C(=O)Nc1ccc(S(=O)(=O)N2CCCCC2C)cc1 (stereo not drawn)	-10	1	5	6	21	0.87	-17	0.1
CCCC1CCC(C(=O)Nn2cnc3ccccc3c2=O)CC1 (stereo not drawn)	-4	1	-20	-11	14	1.1	4	0.2
Cc1nnc(SCc2nc(N)nc(Nc3ccccc3)n2)s1	1	2	-5	-16	21	1.1	2	-1.1
Cc1cccc(C)c1NC(=O)CN(C)C(=O)CN1C(=O)NC(C)(C)C1=O	-1	2	-5	5	3	1.1	0	-0.3
Cc1ccccc1CN1CCN(C(=O)c2ccc(F)cc2)CC1	4	1	0	-10	8	1.2	0	1.2
CCOC(=O)CNC(c1ccccc1)c1cc(Br)ccc1NC(C)=O (stereo not drawn)	-1	-2	3	-11	-1	0.92	-2	-0.7
CC(=O)c1cccc(NC(=O)Nc2ccc(C)cc2)c1	7	7	-3	5	32	1.1	3	3.6
CC(C)Oc1ccc(C(=O)Nc2ccc(N3CCCC3)cc2)cc1	17	-1	-17	-4	-11	1.1	-1	1.7
COc1ccc(S(=O)(=O)N(C)CC(=O)N2CCN(c3ccc(F)cc3)CC2)cc1OC	-5	-2	-3	5	11	1.1	0	-0.2
COc1ccc(OCc2cc(C(=O)N3C[C@H]4CC[C@H]3C4)no2)c(Cl)c1	-8	0	1	-4	5	0.92	1	0.1
COC(=O)c1ccc(COC(=O)CNC(=O)c2ccc(-c3ccccc3)cc2)cc1	1	2	11	1	-56	1	-3	2.6
O=S(=O)(c1ccc(Cl)cc1)N1CCCN(c2nc3ccc(Cl)cc3s2)CC1	6	-2	-4	-7	18	1.2	0	5.2
O=C(Nc1ccc(S(=O)(=O)NCC2CCCO2)cc1)c1cnccn1 (stereo not drawn)	11	-2	1	-17	15	0.91	-2	-0.8
Cc1ccc2c(c1)C(c1ccccc1)N(C(=O)c1c(F)cccc1Cl)CC(=O)N2 (stereo not drawn)	-11	-1	5	-18	12	1.2	5	-1.3
c1ccc(-n2cnnc2SCc2nc3ccccc3s2)cc1	-11	0	-8	14	-104	1	-25	-0.4
Cc1ccc(SC(C)c2nc(-c3ccccc3)no2)cc1 (stereo not drawn)	11	0	-10	11	20	1.1	0	5.6
CCn1c(CC(=O)Nc2ccccc2)nnc1SCC(=O)Nc1nnc(C)s1	0	-1	19	-14	8	1	2	0.3
COc1ccc(NC(=O)Nc2ccc(F)cc2)c(C)c1	-6	3	-4	6	16	1.1	0	0.6
Nc1ccc(C(O)(C(F)(F)F)C(F)(F)F)cc1	9	0	-5	3	24	1.8	1	1.2
COc1cccc(C(=O)/C=C/Nc2ccc(S(=O)(=O)Nc3onc(C)c3C)cc2)c1	-8	3	88*	-17	-2	1	-5	1.9
N#C/C(=C\c1ccncc1)c1nc2ccccc2o1	-1	-1	-11	3	-447	1.3	-118	-0.7
COc1cc2nc(NC(=O)c3ccc(Cl)cc3)sc(=O)c2cc1OC	-5	-2	-28	11	-47	1	1	1.5
O=c1oc2ccccc2cc1-c1ccc(O)cc1O	-3	-19	-15	-17	-243	0.92	1	-2.0
COc1ccc2c(/C=C/c3cc[n+](C)cc3)c[nH]c2c1	-3	1	18	9	23	0.94	19	1.3
CCc1nnc(NC(=O)C(NS(=O)(=O)c2ccc3c(c2)OCCO3)C(C)C)s1 (stereo not drawn)	-14	2	-13	-7	14	0.97	1	0.6
Cc1c(NC(=O)c2ccco2)c(=O)n(-c2ccccc2)n1C	-3	-2	2	4	12	0.85	1	3.2

# Screening results (PubChem)

# Compounds were not picked by outcome (roughly 6.7% active in at least one column).
